TROY NFkB inh = TROY signaling inhibition. 360,000 tested, 0.98% active. Q293 LMP1-TROYcd NF-kB luciferase reporter, 4 h. inhibition, % at 10 µM;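 active = compounds whose plate-normalised and pattern-corrected inhibition of the luciferase reporter signal at the single screening dose is 50% or more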
Shn3 inh set2 = inhibitors of Schnurri-3 3'UTR reporter in osteoblasts | Clone20 osteoblast Shn3 3'UTR firefly luciferase, 24 h | inhibition, % at 12.5 µM | 360,000 tested, 0.52% active | AID 588674;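 active = mean inhibition of at least 75% with every replicate also reaching 75%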;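 note: 0% = median of neutral control wells and 100% = pilot-screen positive control compound; some compounds past the cut are filed as inactive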
KKLEB cytotox = CF airway cell cytotoxicity counter-screen | KKLEB CF airway cells viability, ATPlite luminescence, overnight; hits give low values; cells stimulated with P. aeruginosa culture filtrate | 360,000 tested, 0.36% active | activity change (cytotoxicity), % at 5 µM | AID 602141;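 active = corrected activity change at or below -50% at 5 µM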
EBV LMP1 NFkB = Epstein-Barr LMP1 NF-kappaB reporter inhibition | 350,000 tested, 0.69% active | LMP1-induced NF-kappaB luciferase reporter cells, luminescence | inhibition, % at 12.5 µM; in the data active = inhibition above about 41%;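 note: 0% = neutral control wells and 100% = reference inhibitor control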
NCOA1 inh = inhibitors of human steroid receptor coactivator 1 (SRC1); inhibition, % at 3.6 µM; HEK293 GAL4-SRC1 luciferase reporter, luminescence; 360,000 tested, 0.12% active; Q15788;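 active = inhibition above the campaign mean plus 3 SD, with each screening campaign given its own cutoff, cut at about 60% in these data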;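 note: 0% = DMSO treated cells and 100% = gossypol at 36 µM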
NCOA3 inh = inhibitors of human steroid receptor coactivator 3 (SRC3) | Q9Y6Q9 | HEK293 GAL4-SRC3 luciferase reporter, luminescence | inhibition, % at 3.6 µM | 360,000 tested, 0.17% active;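 active = inhibition above a per-campaign cutoff, the mean of all compounds plus 3 SD, cut at about 60% in these data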;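 note: 0% = DMSO-treated cells and 100% = gossypol-treated cells at 36 µM; higher means less SRC3-driven luciferase light from the GAL4 reporter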
NR2F2 inh = inhibitors of human COUP-TFII (NR2F2); inhibition, % at 8.6 µM; AID 686940; P24468; 370,000 tested, 0.7% active; HEK293T NGFI-A luciferase reporter, luminescence;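 active = inhibition above a per-plate cutoff, mean inhibition of test wells between control levels plus 3 SD, cut at about 38% in these data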;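 note: cells cotransfected with COUP-TFII expression vector driving the NGFI-A reporter; 0% = median of COUP-TF2 test wells and 100% = reporter-only cells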
Target sequence (P24468 whole entry, looked up): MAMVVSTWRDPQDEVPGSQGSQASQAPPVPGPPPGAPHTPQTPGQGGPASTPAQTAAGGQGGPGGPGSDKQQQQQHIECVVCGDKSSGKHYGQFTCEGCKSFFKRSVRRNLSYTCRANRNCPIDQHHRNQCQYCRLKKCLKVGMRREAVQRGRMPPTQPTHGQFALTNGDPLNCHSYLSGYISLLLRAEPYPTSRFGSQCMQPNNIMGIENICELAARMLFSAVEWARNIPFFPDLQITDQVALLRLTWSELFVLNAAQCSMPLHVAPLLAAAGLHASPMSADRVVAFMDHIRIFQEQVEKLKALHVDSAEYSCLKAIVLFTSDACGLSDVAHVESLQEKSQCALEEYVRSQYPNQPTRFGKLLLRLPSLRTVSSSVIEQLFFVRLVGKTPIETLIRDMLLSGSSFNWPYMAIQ
NR5A2 inv ag = suppresses constitutive activity of human LRH-1 | O00482 | AID 602396 | 360,000 tested, 0.13% active | inhibition, % at 3.6 µM | HEK293T StAR-luciferase reporter, LRH-1 transfected, 24 h;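 active = inhibition above the mean inhibition of all tested compounds plus 3 SD, cut at about 73% in these data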;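 note: 0% = DMSO wells and 100% = reporter-only cells lacking LRH-1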
Target sequence (O00482 whole entry, looked up): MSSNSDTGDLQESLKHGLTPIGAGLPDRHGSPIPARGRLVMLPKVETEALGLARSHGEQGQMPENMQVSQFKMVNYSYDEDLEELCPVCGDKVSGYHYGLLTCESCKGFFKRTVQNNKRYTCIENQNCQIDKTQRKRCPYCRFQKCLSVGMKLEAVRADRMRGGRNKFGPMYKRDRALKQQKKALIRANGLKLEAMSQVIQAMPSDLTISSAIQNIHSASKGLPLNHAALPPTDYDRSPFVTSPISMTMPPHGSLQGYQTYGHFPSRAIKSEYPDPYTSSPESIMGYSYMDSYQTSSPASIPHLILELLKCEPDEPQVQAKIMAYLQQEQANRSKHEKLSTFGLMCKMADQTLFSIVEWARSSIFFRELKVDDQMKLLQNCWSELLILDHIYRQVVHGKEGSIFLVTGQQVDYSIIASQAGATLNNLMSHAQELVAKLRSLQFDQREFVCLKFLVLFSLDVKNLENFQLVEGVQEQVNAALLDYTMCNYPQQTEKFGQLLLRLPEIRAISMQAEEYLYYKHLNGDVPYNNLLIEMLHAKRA
TWEAK Fn14 block = TWEAK-Fn14 signaling inhibition. TWEAK-stimulated Fn14 reporter cells, luciferase luminescence, 8 h. AID 1159606. 360,000 tested, 2% active. inhibition, % at 10 µM; in the data active = inhibition above about 50%
CF NFkB block = cystic fibrosis NF-kB activation inhibition | KKLEB NF-kB-GFP reporter, PAF-induced, GFP fluorescence overnight | 360,000 tested, 0.86% active | inhibition, % at 5 µM | AID 588850;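 active = at least 50% inhibition at 5 µM, scaled per plate between neutral and stimulator controls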;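 note: PAF is a Pseudomonas aeruginosa culture filtrate used as stimulus; plate controls were PAF-stimulated DMSO wells for no effect and unstimulated DMSO wells for full effect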
TRAIL sens C8 = sensitizes caspase-8 expressing cells to TRAIL | NB7+C8 cells + TRAIL, ATPlite viability luminescence | inhibition (viability loss, TRAIL sensitization), % at 10 µM | 360,000 tested, 1% active;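 active = compounds causing at least 50% loss of cell viability in the single-dose screen, relative to plate controls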
An asterisk follows results filed as active; x = not tested or not shown. Not all compounds are listed, so the mix of outcomes need not match the whole.

1. Cc1cc(NC(=O)COC(=O)COc2ccc3c4c(c(=O)oc3c2)CCC4)no1
2. CCCCNC(=O)C1(C)CCN1C(=O)c1cc(OC)ccc1Br (stereo unspecified)
3. O=C(NNC(=O)c1ccc2c(c1)OCO2)NC12CC3CC(CC(C3)C1)C2
4. Cc1ccc(C(=O)COC(=O)CNC(=O)Cc2ccccc2)cc1[N+](=O)[O-]
5. COc1ccccc1-c1ocnc1C(=O)N1CCN(C(=O)C(c2ccccc2)c2ccccc2)CC1
6. CC(=O)c1c(C)c2c(n1CCN(C)C)CCCC2
7. CC(C(=O)NCc1ccc2c(c1)OCO2)N(c1ccccc1)S(C)(=O)=O (stereo unspecified)
8. O=C1CCCC2=C1C1(CCCCC1)N=C(Nc1nc3ccccc3o1)N2

compound no.	1	2	3	4	5	6	7	8
TROY NFkB inh	-9	-14	-9	-8	8	-37	-10	2
Shn3 inh set2	2	-7	2	17	10	-20	-2	18
KKLEB cytotox	4	-8	2	11	9	25	-8	-16
EBV LMP1 NFkB	3	x	4	10	2	1	-10	-72
NCOA1 inh	4	-5	4	6	-13	-5	-7	-2
NCOA3 inh	14	-13	4	5	7	11	7	20
NR2F2 inh	-11	-10	-5	2	10	-20	15	-3
NR5A2 inv ag	-13	4	-4	11	-3	16	3	4
TWEAK Fn14 block	-20	11	-17	6	15	-21	-29	75*
CF NFkB block	15	13	6	2	5	-10	3	-52
TRAIL sens C8	-3	-6	-2	-21	9	-2	-16	5

9. CN1CCN(C(=O)c2cccn(Cc3cccc(Cl)c3)c2=O)CC1
10. C/C(Cc1nnn(-c2cc(C)on2)n1)=N\O
11. O=C(NC1CCCCC1)c1ccc2ccccc2c1
12. CSCCC(NC(=O)c1ccccc1Cl)C(=O)N1CC(C)OC(C)C1 (stereo unspecified)
13. Cn1ccc2c(-c3cccc(C=O)c3F)cc3c(c21)C1CCC3C1 (stereo unspecified)
14. CC(C)NC(=O)C1(C)CCN1CCC(=O)c1ccccc1 (stereo unspecified)
15. Cc1cccc(N(Cc2ccccc2)C(=O)CN2C(=O)NC3(CCCCC3C)C2=O)c1 (stereo unspecified)
16. COc1cccc(NCc2nnc(SCC(=O)N(C)C3CCS(=O)(=O)C3)n2C2CCCCC2)c1 (stereo unspecified)

compound no.	9	10	11	12	13	14	15	16
TROY NFkB inh	-19	7	-52	-13	55*	7	-7	-3
Shn3 inh set2	-17	-1	-29	0	8	-74	-17	-15
KKLEB cytotox	3	12	-6	-8	7	11	-2	3
EBV LMP1 NFkB	38	x	-25	-11	x	x	-1	0
NCOA1 inh	11	-24	-104	-40	-6	2	-7	-38
NCOA3 inh	-12	5	-79	1	2	19	4	9
NR2F2 inh	-9	-11	-28	-9	12	-10	6	-5
NR5A2 inv ag	21	-8	-142	-19	18	7	11	5
TWEAK Fn14 block	2	3	-66	6	51*	11	-5	-4
CF NFkB block	15	-14	15	23	-20	-24	-13	5
TRAIL sens C8	-9	-1	36	-8	3	-14	2	-8

17. CCOC(=O)N1CCN(S(=O)(=O)c2cccc3ccc(C)nc23)CC1
18. O=C(NCc1nnc(SCc2ccc(F)cc2)n1-c1ccccc1)C12CC3CC(CC(C3)C1)C2
19. CC(C)c1cc(-c2cc(-c3ccc(Cl)cc3)on2)nc(NCC2CC2)n1
20. Cc1cccc(NC(=O)C2CCCCN2S(=O)(=O)c2ccccc2)c1C (stereo unspecified)
21. O=C(CC1C(=O)NCCN1C(=O)Nc1ccc(C(F)(F)F)cc1)Nc1ccc(F)cc1 (stereo unspecified)
22. CC(=O)c1sc(NC(=O)c2ccc(COc3ccccc3Cl)o2)nc1C
23. Cc1ccc(C)c(C(=O)CSc2n[nH]c(-c3ccncc3)n2)c1
24. Cc1ccccc1CC(=O)Nc1ccc2c(c1)CCC2

compound no.	17	18	19	20	21	22	23	24
TROY NFkB inh	5	16	-32	0	0	-4	11	-7
Shn3 inh set2	-2	9	23	0	0	-5	14	1
KKLEB cytotox	-1	2	-4	-11	3	4	-2	11
EBV LMP1 NFkB	-5	6	-1	0	-8	-11	0	-20
NCOA1 inh	-7	9	-3	-1	1	-38	-3	-12
NCOA3 inh	17	-14	-16	4	15	6	-2	-18
NR2F2 inh	-6	-9	-7	28	-4	2	-6	3
NR5A2 inv ag	3	18	11	-19	9	9	7	-4
TWEAK Fn14 block	1	4	19	14	-9	-7	-3	-30
CF NFkB block	1	-3	14	8	-41	-6	0	-6
TRAIL sens C8	-6	1	-12	1	-24	6	20	3

25. CC(=O)C1=C(O)C(=O)N(Cc2cccnc2)C1c1ccccc1Cl (stereo unspecified)
26. COc1ccc(Cn2c(=O)oc3ccccc32)cc1OC
27. CC(O)/C=C/c1cccc[n+]1C (stereo unspecified)
28. O=C(Cc1ccc(Cl)cc1)NNC(=O)c1ccco1
29. O=c1ccc(N=Nc2ccccc2)ccc1O
30. Cc1ccc(CCC(=O)Nc2ccc(S(N)(=O)=O)cc2)o1
31. Cc1ccc(C)c(NC2=C(Cl)C(=O)OC2OC(C)C)c1 (stereo unspecified)
32. Nc1ccc2c(c1Br)Cc1ccccc1-2

compound no.	25	26	27	28	29	30	31	32
TROY NFkB inh	8	13	2	-4	-29	11	28	-28
Shn3 inh set2	-4	31	3	18	-14	-5	0	-27
KKLEB cytotox	6	-4	-4	-5	3	11	12	14
EBV LMP1 NFkB	8	-9	0	-1	5	-1	-1	-21
NCOA1 inh	-2	3	-36	-11	-9	-18	-18	-50
NCOA3 inh	5	-20	15	-5	-32	-19	5	-70
NR2F2 inh	1	7	-15	-7	2	-5	1	-16
NR5A2 inv ag	-5	17	-8	8	1	-17	7	-23
TWEAK Fn14 block	6	7	11	-17	2	8	-4	-11
CF NFkB block	4	7	20	-2	-11	-2	2	-25
TRAIL sens C8	-1	2	-9	-14	13	-14	1	16

From no. 22 up to 29, as listed above:
22. CC(=O)c1sc(NC(=O)c2ccc(COc3ccccc3Cl)o2)nc1C
23. Cc1ccc(C)c(C(=O)CSc2n[nH]c(-c3ccncc3)n2)c1
24. Cc1ccccc1CC(=O)Nc1ccc2c(c1)CCC2
25. CC(=O)C1=C(O)C(=O)N(Cc2cccnc2)C1c1ccccc1Cl (stereo unspecified)
26. COc1ccc(Cn2c(=O)oc3ccccc32)cc1OC
27. CC(O)/C=C/c1cccc[n+]1C (stereo unspecified)
28. O=C(Cc1ccc(Cl)cc1)NNC(=O)c1ccco1
29. O=c1ccc(N=Nc2ccccc2)ccc1O

compound no.	22	23	24	25	26	27	28	29
TROY NFkB inh	-4	11	-7	8	13	2	-4	-29
Shn3 inh set2	-5	14	1	-4	31	3	18	-14
KKLEB cytotox	4	-2	11	6	-4	-4	-5	3
EBV LMP1 NFkB	-11	0	-20	8	-9	0	-1	5
NCOA1 inh	-38	-3	-12	-2	3	-36	-11	-9
NCOA3 inh	6	-2	-18	5	-20	15	-5	-32
NR2F2 inh	2	-6	3	1	7	-15	-7	2
NR5A2 inv ag	9	7	-4	-5	17	-8	8	1
TWEAK Fn14 block	-7	-3	-30	6	7	11	-17	2
CF NFkB block	-6	0	-6	4	7	20	-2	-11
TRAIL sens C8	6	20	3	-1	2	-9	-14	13

(more compounds)
33. Cc1ccc(S(=O)(=O)c2ccc(Oc3ccccc3)cc2)cc1
34. COc1cc(/C=C(/C#N)c2nc3ccccc3[nH]2)ccc1OCC(=O)Nc1ccccc1C(C)C
35. CC[C@H](C)[C@H](NC(N)=O)C(=O)OCC(=O)NCc1ccc(Cl)cc1
36. C=CC[C@H](CC(=O)N(CCO)Cc1ccccc1)C(=O)N[C@H](COC(=O)[C@@H](CC=C)Cc1ccc(F)cc1)C(C)(C)C
37. O=S(=O)(NCC(c1ccco1)N1CCCCC1)c1cccc(C(F)(F)F)c1 (stereo unspecified)
38. CCOC(=O)c1c(C)[nH]c(C(=O)N2CCC(C(=O)OCC)CC2)c1C
39. O=C(O)CC1(CC(=O)Nc2ccc3c(c2)C(=O)OC3)CCCCC1
40. CCC(=O)Nc1cccc(-c2nnc(SCC(=O)c3ccccc3)n2C)c1

compound no.	33	34	35	36	37	38	39	40
TROY NFkB inh	4	-5	-17	18	-9	6	-28	-3
Shn3 inh set2	4	-2	-4	13	11	-1	-3	-111
KKLEB cytotox	-1	5	4	-16	4	-20	20	7
EBV LMP1 NFkB	7	0	0	-11	4	1	x	-19
NCOA1 inh	-2	-1	6	-15	-7	17	10	-42
NCOA3 inh	-2	-9	20	2	0	3	-3	-22
NR2F2 inh	10	1	-3	18	14	-2	-4	-21
NR5A2 inv ag	-4	3	-1	-2	13	-20	16	-20
TWEAK Fn14 block	14	4	-6	25	5	-15	-2	-8
CF NFkB block	-4	0	6	10	-2	12	2	-8
TRAIL sens C8	13	-2	-2	-5	4	-7	-12	-10

41. Cc1ccc(N(C)C(=O)N2CCN(S(=O)(=O)c3ccc4ccccc4c3)CC2)cc1
42. CCN(CC)c1ccc(C(=O)NNC(=O)C2CSC3(C)CCC(=O)N23)cc1 (stereo unspecified)
43. COc1ccc(C)c2sc(NC(=O)CCS(=O)(=O)c3ccccc3)nc12
44. CC(=O)O[C@H]1C(=O)[C@@]2(C)C([C@H](OC(=O)c3ccccc3)[C@]3(O)C[C@H](OC(=O)[C@H](O)[C@@H](NC(=O)c4ccccc4)c4ccccc4)C(C)=C1C3(C)C)[C@]1(OC(C)=O)CO[C@@H]1C[C@H]2O (stereo partly specified)
45. COc1ccc(C(=O)COC(=O)c2ccc(NC(=O)c3ccccc3)cc2)cc1
46. O=C(Nc1ccc(Br)cc1)C1C2C=CC3(O2)C1C(=O)N(CCN1CCCCC1)C3C(=O)NC1CCCCC1 (stereo unspecified)
47. O=C(OCC1CCC=CO1)C1CCC=CO1 (stereo unspecified)
48. COCOCCn1cc(CN2CCS(=O)(=O)N(Cc3ccc(-c4cccc(CO)c4)cc3)C(C)C2=O)nn1 (stereo unspecified)
49. COc1ccc(CNC(=O)CCCOc2cc(=O)n(C)c3ccccc23)cc1
50. O=c1c2c(-c3ccccc3)csc2ncn1/N=C/c1c2ccccc2cc2ccccc12
51. Cc1oc(=O)c(NC(=O)c2ccccc2)cc1C(C)O (stereo unspecified)

compound no.	41	42	43	44	45	46	47	48	49	50	51
TROY NFkB inh	8	0	-1	6	-13	-5	0	1	3	-19	10
Shn3 inh set2	12	-10	22	12	21	-9	34	-6	-37	-8	-13
KKLEB cytotox	-10	12	-40	-23	-4	-1	1	-1	2	-13	-6
EBV LMP1 NFkB	1	7	-7	0	-2	-4	-4	0	1	11	3
NCOA1 inh	5	8	16	-8	-5	-6	-13	6	2	-9	-10
NCOA3 inh	4	2	18	4	1	12	-5	-12	2	3	-6
NR2F2 inh	7	-6	-6	-11	1	2	6	4	-34	-10	3
NR5A2 inv ag	7	-9	-25	23	3	10	4	5	2	-12	-13
TWEAK Fn14 block	8	12	16	37	-18	1	4	-17	2	-15	2
CF NFkB block	-12	-6	36	24	-6	3	-29	0	-30	15	10
TRAIL sens C8	-8	-2	12	26	-5	-6	-9	-9	9	-6	7

High-throughput results deposited in PubChem by several laboratories.
